Source: PubChem BioAssay (National Center for Advancing Translational Sciences (NCATS))
Tau fluor counter = Counterscreen qHTS for Inhibitors of Tau Fibril Formation, Fluorescence Polarization. tau K18 P301L Alexa594 fluorescence, heparin fibrillization. Potency, µM (highest dose often 57.7 µM), for inactives: at the top dose activity change, negative = decrease. 0.93% of 280,000 active; further: nearly all actives have a fitted effect of over 55% in size
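Human K18 P301L tau (15 uM unlabeled plus 0.24 uM Alexa 594-labeled, final) in 100 mM sodium acetate pH 7 was mixed with compound and 20 uM heparin and incubated 6 hr at 37 C.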
ALDH1A1 inh = qHTS Assay for Inhibitors of Aldehyde Dehydrogenase 1 (ALDH1A1); Aldehyde dehydrogenase 1A1 (Homo sapiens), P00352; Purified ALDH1A1, NADH fluorescence, propionaldehyde substrate; Potency, µM (highest dose often 75.3 µM), inactives show at the top dose activity, negative = inhibition, hits mostly inhibitors; 7.3% of 220,000 active; active means well fitted inhibition curve with a large enough effect, not every such curve was filed as active; inconclusive means small, poorly fitted or top-dose-only effect, or another doubt; inactive means no such curve, though single readings can be large or run the other way;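 further: plate controls were no enzyme wells and a reference inhibitor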
TRb SRC2 PPI = qHTS for Inhibitors of the Interaction of Thyroid Hormone Receptor and Steroid Receptor Coregulator 2; TRbeta-SRC2 peptide binding, fluorescence polarization; receptor liganded with 1 µM T3; Potency, µM (top dose mostly 106 µM), without a hit: at the highest dose activity change, negative = inhibition, usual class: inhibitors; 0.065% of 280,000 active; Thyroid hormone receptor beta (Homo sapiens), P10828; AID 1469, 2008;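 further: plate controls were bound peptide for no effect and peptide without receptor for full effect; nearly all actives have a fitted effect of over 50% in size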
Target sequence (P10828 whole entry, looked up): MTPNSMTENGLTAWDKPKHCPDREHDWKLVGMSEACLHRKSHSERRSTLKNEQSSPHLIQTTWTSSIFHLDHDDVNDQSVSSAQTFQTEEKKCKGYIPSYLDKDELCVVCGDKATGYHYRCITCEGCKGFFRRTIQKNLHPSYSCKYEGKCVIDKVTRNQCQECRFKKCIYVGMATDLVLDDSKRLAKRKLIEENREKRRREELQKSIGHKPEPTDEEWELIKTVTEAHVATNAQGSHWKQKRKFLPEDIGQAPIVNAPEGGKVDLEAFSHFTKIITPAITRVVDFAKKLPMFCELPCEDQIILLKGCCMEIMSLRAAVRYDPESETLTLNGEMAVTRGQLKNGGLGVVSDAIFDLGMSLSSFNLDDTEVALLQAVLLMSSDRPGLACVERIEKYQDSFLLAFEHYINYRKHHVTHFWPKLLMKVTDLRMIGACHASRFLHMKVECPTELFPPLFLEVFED
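Decrease in fluorescence polarization of 20 nM Texas Red SRC2 coactivator peptide flagged inhibition of its binding to 0.6 uM TRb LBD; 1 uM T3 included, incubation 5 hr, ex 555/em 632 nm.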
TR SRC2 fluor cs = Total Fluorescence Counterscreen for Inhibitors of the Interaction of Thyroid Hormone Receptor and Steroid Receptor Coregulator 2. Potency, µM (doses to about 106 µM), for the others: at the highest dose fluorescence change, negative = quenching. 0.29% of 280,000 active. TRb/SRC2 Texas Red total fluorescence interference; active means well fitted curve in either direction with a large enough effect; inconclusive means small, poorly fitted or top-dose-only effect
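Human TRβ ligand-binding domain (0.6 uM) and Texas Red SRC2 peptide (20 nM) in Tris buffer with 1 uM T3 and 5% DMSO were incubated with pinned compound for 5 hr at ambient temperature. Total fluorescence was computed as S + 2P (555/632 nm).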
Tau FP inhib = qHTS for Inhibitors of Tau Fibril Formation, Fluorescence Polarization. K18 P301L tau heparin fibrillization, Alexa594 FP, 6 h. AID 1468, 2008. Microtubule-associated protein tau (Homo sapiens), P10636. Potency, µM (top dose mostly 57.7 µM), for the others: at the top dose activity, negative = inhibition, usual class: inhibitors. 0.39% of 280,000 active; further: nearly all actives have a fitted effect of over 55% in size
Target sequence (P10636 561-689 P618L limits assumed): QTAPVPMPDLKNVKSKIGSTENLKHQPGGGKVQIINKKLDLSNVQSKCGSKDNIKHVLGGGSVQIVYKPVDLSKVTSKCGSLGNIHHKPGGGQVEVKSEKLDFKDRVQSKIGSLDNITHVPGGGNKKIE
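Steps: dispense K18 P301L tau (15 uM plus 0.24 uM Alexa 594 tracer, final) in pH 7 sodium acetate; add compound; add heparin (20 uM final); incubate 6 hr, 37 C; add ThT (30 uM final); after 1 hr ambient, read FP.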
aGal spleen mod = qHTS Assay for Inhibitors and Activators of Human alpha-Galactosidase From Spleen Homogenate; Alpha-galactosidase A (Homo sapiens), P06280; human spleen homogenate, 4MU-alpha-Gal fluorescence, 40 min; Potency, µM (doses to about 80 µM), for inactives: at the highest dose activity change, negative = inhibition, actives largely listed as inhibitors; 0.008% of 240,000 active; AID 2107, 2009;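 further: 0% = enzyme with vehicle and -100% = no enzyme basal signal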
Target sequence (P06280 32-429 limits assumed): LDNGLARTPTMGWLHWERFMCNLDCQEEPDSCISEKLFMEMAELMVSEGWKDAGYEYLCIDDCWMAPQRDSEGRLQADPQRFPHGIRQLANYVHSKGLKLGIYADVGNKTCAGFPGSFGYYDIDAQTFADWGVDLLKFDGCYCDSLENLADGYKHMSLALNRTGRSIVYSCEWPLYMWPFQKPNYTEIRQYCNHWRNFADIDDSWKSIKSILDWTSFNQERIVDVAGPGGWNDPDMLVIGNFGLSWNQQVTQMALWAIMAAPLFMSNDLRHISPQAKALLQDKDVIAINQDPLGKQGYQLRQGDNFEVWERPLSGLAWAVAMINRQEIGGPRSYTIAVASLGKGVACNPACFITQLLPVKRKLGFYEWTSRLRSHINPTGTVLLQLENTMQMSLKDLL
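Human spleen homogenate (1 ug) was the enzyme source, with 4-methylumbelliferyl-alpha-D-galactopyranoside (1 mM final) in pH 5.0 citrate buffer with 0.01% Tween-20. Compounds were titrated; after 40 min at 37C, NaOH/glycine stop, 4-MU fluorescence read; AC50 from Hill fits.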
Tau fibril ThT = qHTS for Inhibitors of Tau Fibril Formation, Thioflavin T Binding; 2.1% of 270,000 active; Potency, µM (top dose mostly 57.4 µM), for inactives: at the highest dose activity, negative = inhibition, usual class: inhibitors; recombinant tau K18 P301L (four-repeat tau fragment), heparin-induced fibrillization, ThT fluorescence; AID 1460, 2008; Microtubule-associated protein tau (Homo sapiens), P10636; further: nearly all actives have a fitted effect of over 55% in size
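Recombinant human tau K18 fragment […] carrying P301L, 15 uM unlabeled plus 0.24 uM Alexa 594-labeled, was fibrillized with 20 uM heparin in 100 mM sodium acetate pH 7 for 6 hr at 37 C; 30 uM ThT fluorescence read after 1 hr.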
L3MBTL1 inh = qHTS Assay for the Inhibitors of L3MBTL1; Potency, µM (series often up to 57.1 µM), for inactives: at the highest dose activity, negative = inhibition, actives largely listed as inhibitors; AlphaScreen L3MBTL1–H3K9me1 peptide binding; AID 485360, 2010; 0.66% of 230,000 active; Lethal(3)malignant brain tumor-like protein 1 (Homo sapiens), Q9Y468; further: nearly all actives have a fitted effect of over 60% in size
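Read-out is AlphaScreen signal from streptavidin donor and nickel chelate acceptor beads (10 ug/mL final each) bridging L3MBTL1 (50 nM) and biotinylated K9-monomethylated H3(1-15) peptide (75 nM), after 30 min compound exposure at room temperature.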
* marks the source's active call; other numbers are inactive results; ? = inconclusive; · = no result given; & = joins results of further samples; [ ] = remark or other dose. Unless noted, the call rests on the fitted dose curve; in most records, active means well fitted curve in the direction sought with a large enough effect; inconclusive means small, poorly fitted or top-dose-only effect, or another doubt; inactive means no such curve, though single readings can be large; an effect the other way counts as inactive or inconclusive. Unless noted, on the % scale 0 is the no-effect control and ±100 the full control effect; potency means the concentration at half of the fitted maximal effect.

Results follow in this order: Tau FP inhib, L3MBTL1 inh, ALDH1A1 inh, TRb SRC2 PPI, TR SRC2 fluor cs, Tau fluor counter, Tau fibril ThT, aGal spleen mod
> Cc1nnc(SCc2c(Cl)cccc2Cl)n(N)c1=O
  -3%, 1%, 12%, 2%, 1%, -5%, -3%, 1%
> Brc1ccc(-c2cn3ccccc3n2)cc1
  0%, 9%, ·, 0%, 0%, -7%, -12%, 2%
> Cc1ccc(N/C=C/C(=O)c2sc(-c3ccccc3)nc2C)cc1
  0%, -4%, 11µM*, 1%, 1%, -28%, 2µM*, 3%
> O=C1CCCC(=O)C1=C1SCCS1
  1%, 8%, 0%, 0%, -3%, 3%, 1%, 0%
> COc1cccc(-c2noc(-c3cccs3)n2)c1
  -6%, ·, 7%, 2%, -4%, -14%, -20%, 2%
> Cc1cccc(-c2nc(Cn3c(SCc4cccc(C(F)(F)F)c4)nc4ccncc43)c(C)o2)c1
  -9%, ·, ·, 1%, -2%, -1%, 3%, ·
> COc1cccc2cc(C(=O)Nc3ccc(F)cc3)c(=Nc3ccc(C(=O)O)cc3)oc12
  -2%, ·, 4%, -4%, -2%, -8%, ?, 5%
> O=C(CCC1CCCCC1)Nc1nccs1
  2%, 6%, -5%, 4%, 0%, -1%, 5%, 8%
> COc1cccc(/C=C(/CC(=O)Nc2ccc(N3CCOCC3)cc2)c2nc3ccccc3s2)c1
  ?, -13%, -11%, -4%, 7%, ?, ?, 2%
> CCc1ccc2nc(Nc3ncc(C(C)=O)c(C)n3)nc(C)c2c1
  1%, ·, ·, 2%, -6%, -4%, -9%, -4%
> COc1ccc(-c2cc(=O)c3ccccc3o2)cc1OC
  -9%, ·, ?, -5%, ?, -14%, ?, ?
> O=C(O)CCN=C1CCCc2ccccc2N1
  -5%, -2%, 32µM*, -2%, -2%, 0%, 5%, -20%
> CCN1CCN(CCCN(Cc2ccco2)C(=S)Nc2ccc(Cl)c(C)c2)CC1
  1%, 7%, -4%, -7%, 0%, 2%, -1%, 1%
> Cc1cc2ncn(C3CC(=O)N(C)C3=O)c2cc1C (stereo unspecified)
  -3%, -1%, 2%, -2%, -2%, -11%, -11%, 4%
> Cn1c(CCNC(=O)c2ccccc2F)nnc1SCc1nc2ccccc2c(=O)[nH]1
  -2%, ·, -6%, -2%, -1%, -4%, -5%, 12%

2 compounds from above, limited to aGal spleen mod, TRb SRC2 PPI and TR SRC2 fluor cs.
canonical_smiles,aGal spleen mod,TRb SRC2 PPI,TR SRC2 fluor cs
CCN1CCN(CCCN(Cc2ccco2)C(=S)Nc2ccc(Cl)c(C)c2)CC1,1%,-7%,0%
Cc1cc2ncn(C3CC(=O)N(C)C3=O)c2cc1C (stereo unspecified),4%,-2%,-2%

Returning to the listing; the 2 compounds before the break are reprinted first.
Results follow in this order: Tau FP inhib, L3MBTL1 inh, ALDH1A1 inh, TRb SRC2 PPI, TR SRC2 fluor cs, Tau fluor counter, Tau fibril ThT, aGal spleen mod
> Cc1cc2ncn(C3CC(=O)N(C)C3=O)c2cc1C (stereo unspecified)
  -3%, -1%, 2%, -2%, -2%, -11%, -11%, 4%
> Cn1c(CCNC(=O)c2ccccc2F)nnc1SCc1nc2ccccc2c(=O)[nH]1
  -2%, ·, -6%, -2%, -1%, -4%, -5%, 12%
> CC(C)(C)c1ccc(-c2noc(C(=O)NN)n2)cc1
  2%, 4%, ·, -3%, -1%, 0%, -10%, 7%
> COC(=O)c1cc(-c2ccc(OC)cc2)on1
  2%, 4%, -6%, 0%, -3%, -9%, -22%, 6%
> COc1cc(Br)c(C2CC(=O)Nc3cc4c(cc32)OCCO4)cc1OC (stereo unspecified)
  0%, ·, ·, -8%, 0%, -13%, -4%, ·
> Cc1ccc(CN2C(=O)c3ccccc3S(=O)(=O)c3ccc(C(=O)OCC4CCCO4)cc32)cc1 (stereo unspecified)
  -2%, ·, ·, 1%, 0%, -14%, 4%, ·
> Cn1c(=O)c2c(nc(CN3CCC(C(N)=O)CC3)n2Cc2c(Cl)cccc2Cl)n(C)c1=O
  -4%, ·, 14µM*, 3%, -7%, -4%, -9%, 7%
> COc1cccc(N2C(=O)CC(N3CCC(c4nc5ccccc5[nH]4)CC3)C2=O)c1 (stereo unspecified)
  3%, -5%, 32µM*, 4%, 1%, -8%, -12%, -1%
> O=C(O)CC1SC(=O)N(Cc2ccccc2)C1=O (stereo unspecified)
  11%, 5%, 6%, -14%, -3%, -3%, -12%, -9%
> COc1ccc(/C=N/n2c(-c3n[nH]c4c3CCC4)n[nH]c2=S)cc1
  6%, -7%, ·, -6%, -2%, -14%, -13%, -11%
> O=C1c2ccccc2CCC1C(O)c1ccccn1 (stereo unspecified)
  -9%, 10%, 2%, 6%, 2%, -18%, -22%, 7%
> CN(C)c1nc(N(C)C)n(C(=O)c2cccs2)n1
  -4%, 0%, 8%, 7%, 1%, -2%, 1%, 0%
> CCOC(=O)C1CCCC(NS(=O)(=O)c2ccc(NC(C)=O)cc2)C1 (stereo unspecified)
  2%, ·, -15%, 0%, 1%, -5%, -4%, -2%
> COc1ccc(C2CC(=O)c3c([nH]c(C(=O)OC4CCCC4)c3C)C2)cc1OC (stereo unspecified)
  -7%, ·, ·, 0%, -2%, -3%, -2%, ·
> O=C(NC1CCCC1)C1CCCN1C(=O)Nc1ccccc1 (stereo unspecified)
  6%, -1%, 7%, -7%, -2%, 3%, -3%, 4%
> COc1ccc(N=C2C(=Nc3ccc(OC)cc3)N(c3ccc(OC)cc3)C(=S)N2c2ccccc2)cc1
  1%, ·, ?, -11%, -1%, ?, ?, -10%
> COc1ccc(NC(=O)c2ccc(=O)oc2)cc1
  -4%, 1%, -12%, 2%, -4%, 3%, -14%, 6%
> COc1ccc(CC2(CO)CCN(Cc3ccncc3)CC2)cc1
  1%, 1%, ?, -2%, -4%, 12%, 3%, 6%
> c1cc2c3c(cccc3c1)NC1(CCC3(CC1)Nc1cccc4cccc(c14)N3)N2
  -11%, ?, ?, -13%, -6%, 13µM*[quencher], 16µM*, -10%
> Cn1nc(CSc2ccccc2)c(C=O)c1Cl
  8%, 13%, 1%, 5%, -3%, 5%, 1%, 7%
> COC(=O)\C(C(C)=O)=C(/C=C/C=C/N(C)C)N(C)C
  -9%, 14µM*, -3%, -2%, 6%, 0%, -15%, 4%
> NC1=NC(=Nc2cccc(S(N)(=O)=O)c2)c2ccccc21
  1%, 8%, 3%, 5%, -3%, 2%, -3%, -1%
> COc1ccc(CCNC(=O)C2CCN(S(=O)(=O)c3cccc4nonc34)CC2)cc1OC
  -1%, -1%, ?, -6%, -1%, -4%, -10%, -1%
> Cc1cc(C)c(NC(=O)Cn2c(=O)n(CC3CCCO3)c(=O)c3ccccc32)c(C)c1 (stereo unspecified)
  -4%, ·, ·, 10%, -20%, -1%, 5%, ·
> CCOC(=O)N=S(=O)(Oc1ccc([N+](=O)[O-])cc1)c1ccc(Cl)cc1 (stereo unspecified)
  5%, -18%, ?, -8%, 2%, -29%, -16%, 2%
> Cc1cc(C2=NNC(=NC3CC3)SC2)c(C)n1-c1c(C)n(C)n(-c2ccccc2)c1=O
  -10%, 1%, 25µM*, -2%, -4%, -15%, ?, 2%
> CCc1cccc(OCCCN2C(=O)NC(C)(C)C2=O)c1
  -3%, ·, -3%, -2%, -2%, -1%, 1%, 0%
> Cc1ccc(N2CCN(C(=O)CCc3c(C)nc4ncnn4c3C)CC2)c(C)c1
  6%, ·, ·, -10%, -3%, 9%, 12%, ·
> COC(=O)c1cccc(C23CC4(C2)[C@H](CN(Cc2ccc(C(F)(F)F)cc2)[C@@H]4c2ccccc2)C3c2ccc(C(F)(F)F)cc2)c1 (stereo partly specified)
  -12%&-5%, ·, -1%, 3%&10%, -5%&-1%, -5%&16%, -5%&14%, -2%&6%
> CS(=O)(=O)Nc1ccc(C2=NN(S(C)(=O)=O)C(c3ccc4nccnc4c3)C2)cc1 (stereo unspecified)
  11%, 1%, -5%, 1%, -6%, 21%, 11%, 5%
> CSCCC(NC(=O)c1occc1C)C(=O)O (stereo unspecified)
  5%, 6%, 7%, -13%, -2%, -2%, 0%, -10%
> CC1CCCC(C)N1C(=O)COc1ccccc1F (stereo unspecified)
  -5%, 3%, 6%, -8%, 2%, -1%, -4%, 7%
> CN1CCN(NC(=O)c2cccc(Br)c2)CC1
  7%, 4%, 14%, -3%, 3%, -1%, 0%, -2%
> Cc1ccc2nc3c(c(C(=O)OCC(=O)N(C)C4CCS(=O)(=O)C4)c2c1)CCCC3 (stereo unspecified)
  11%, ·, ?, 6%, 1%, 1%, -3%, 6%
> Cn1cnnc1SCc1ccc(F)c2ccccc12
  -5%, ·, 13%, -21%, -2%, -10%, -5%, 14%
> CC(C(=O)NCC1CCCCC1)N(C)CC(=O)Nc1ccc(N2CCOCC2)cc1 (stereo unspecified)
  -3%, ·, 1%, -6%, -3%, -15%, -13%, -2%
> C(=N\Nc1nc(N2CCCCCC2)nc(N2CCCCCC2)n1)/c1ccccc1
  -2%, ·, 1%, -2%, 1%, -14%, -11%, -8%
> Cc1csc(NC(=O)CCSCCc2ccccn2)n1
  4%, ·, 15%, -2%, 3%, -8%, -14%, -3%
> CCOc1cc(N2CCOCC2)c(OCC)cc1NC(=O)c1ccc(OCc2c(C)noc2C)c(OC)c1
  -2%, 1%, ?, 4%, -28%, -24%, ?, -9%
